Screens deposited in PubChem by NMMLSC.
ABCB1 inh: ABCB1 efflux pump inhibitors, primary screen, cell-based, multiplex, flow cytometry, ABCG2 counter-screen. AID 1326, 2008. ATP-dependent translocase ABCB1 (Homo sapiens), P08183. 190,000 tested, 0.067% active. inhibition, % at 6.6 µM. CCRF-Adr cells, JC-1 efflux; in the data active means inhibition above about 40%;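 further: 0% = vehicle and 100% = reference inhibitor; higher value means more JC-1 retained so stronger ABCB1 efflux block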
Bim-Bcl-B: inhibitors of Bim-Bcl-B binding, primary screen, biochemical, multiplexed, human Bcl-2 family. bead-based flow cytometry, Bim peptide-Bcl-B binding. inhibition, % at 10 µM. Bcl-2-like protein 10 (Homo sapiens), Q9HD36. 190,000 tested, 0.073% active;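 further: 0% = tracer peptide without compound and 100% = reference inhibitor peptide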
Target sequence (Q9HD36 whole entry, looked up): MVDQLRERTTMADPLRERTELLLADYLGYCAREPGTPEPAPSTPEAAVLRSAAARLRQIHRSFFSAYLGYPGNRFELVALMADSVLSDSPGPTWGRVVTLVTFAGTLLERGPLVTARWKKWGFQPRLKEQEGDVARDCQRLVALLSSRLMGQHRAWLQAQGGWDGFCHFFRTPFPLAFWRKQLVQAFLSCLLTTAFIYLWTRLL
Bim-Bcl-W: inhibitors of Bim binding to Bcl-W, primary screen, biochemical, multiplexed, bead-based flow cytometry | 190,000 tested, 0.02% active | Bim peptide-Bcl-W binding | inhibition, % at 10 µM | Bcl-2-like protein 2 (Homo sapiens), Q92843;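 further: 0% = bound tracer without compound and 100% = peptide blocker; higher means less fluorescent Bim peptide bound to Bcl-W beads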
RGS7-Gao: RGS7-Galphao binding modulators, primary screen, biochemical, multiplexed bead flow cytometry; actives lie on both sides; 220,000 tested, 0.35% active; Guanine nucleotide-binding protein G(o) subunit alpha (Homo sapiens), P09471; AID 1439, 2008; binding response (% of control), % at 10 µM; in the data active means binding response below about 49% or above about 150%; inconclusive means no clear call, values can overlap the other calls; inactive means in between;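 further: fluorescent Galphao held in activated GDP-AlF4 state binding bead-coupled RGS7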
Target sequence (P09471 whole entry, looked up): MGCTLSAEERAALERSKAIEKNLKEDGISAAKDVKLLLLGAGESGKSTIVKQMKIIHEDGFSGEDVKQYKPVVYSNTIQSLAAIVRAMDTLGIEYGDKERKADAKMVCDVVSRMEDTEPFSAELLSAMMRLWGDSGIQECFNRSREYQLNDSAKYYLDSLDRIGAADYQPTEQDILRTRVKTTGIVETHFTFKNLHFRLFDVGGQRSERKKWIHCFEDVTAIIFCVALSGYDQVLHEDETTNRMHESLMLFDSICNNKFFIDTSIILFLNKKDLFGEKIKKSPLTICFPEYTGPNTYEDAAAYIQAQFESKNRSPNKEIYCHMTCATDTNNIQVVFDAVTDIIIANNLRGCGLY
RGS8-Gao: RGS8-Galphao binding modulators, primary screen, biochemical, multiplexed bead flow cytometry; Guanine nucleotide-binding protein G(o) subunit alpha (Homo sapiens), P09471; actives lie on both sides; response (percent of control binding), % at 10 µM; 220,000 tested, 0.34% active; AID 1423, 2008; in the data active means response below about 60% or above about 140%; inactive means in between;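 further: Galphao activated as the GDP aluminium fluoride complex binding bead-coupled RGS8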
Mcl-1 Bim block: inhibitors of Bim peptide binding to Mcl-1, primary screen, biochemical, bead-based flow cytometry, multiplex; 190,000 tested, 0.1% active; Induced myeloid leukemia cell differentiation protein Mcl-1 (Homo sapiens), Q07820; Bim peptide-Mcl-1 binding; inhibition, % at 10 µM; AID 1009, 2008;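 further: 0% = no compound tracer wells and 100% = peptide blocker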
Bim-Bcl-2: inhibitors of Bim-Bcl-2 binding, primary screen, biochemical, multiplexed, human Bcl-2 family | inhibition, % at 10 µM | Bead-based flow cytometry, Bim peptide-Bcl-2 binding | Apoptosis regulator Bcl-2 (Homo sapiens), P10415 | 190,000 tested, 0.06% active; in the data active means inhibition above about 40%; inconclusive means no clear call, values can overlap the other calls;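 further: 0% = no compound wells with probe peptide and 100% = reference peptide inhibitor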
Target sequence (P10415 whole entry, looked up): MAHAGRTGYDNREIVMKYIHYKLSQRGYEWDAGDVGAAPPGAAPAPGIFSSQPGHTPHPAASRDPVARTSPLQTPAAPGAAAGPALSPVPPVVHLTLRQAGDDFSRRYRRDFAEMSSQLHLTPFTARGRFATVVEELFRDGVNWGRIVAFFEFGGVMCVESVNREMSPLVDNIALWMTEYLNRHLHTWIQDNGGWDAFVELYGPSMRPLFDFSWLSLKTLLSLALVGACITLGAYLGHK
RGS4-Gao reg: modulators of RGS4 binding to Galphao, primary screen, biochemical, multiplexed bead flow cytometry; actives lie on both sides; binding response (% of control), % at 10 µM; 220,000 tested, 0.33% active; in the data active means binding response below about 49% or above about 150%; inactive means in between;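 further: fluorescent Galphao activated with aluminum fluoride binding bead-coupled RGS4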
ABCG2 block: ABCG2 efflux pump inhibitors, primary screen, multiplex with ABCB1, IgMXP3 cells, flow cytometry. 190,000 tested, 0.1% active. Broad substrate specificity ATP-binding cassette transporter ABCG2 (Homo sapiens), Q9UNQ0. AID 1325, 2008. inhibition, % at 6.6 µM. JC-1 efflux;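 active means inhibition above 80%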;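 further: 0% = DMSO and 100% = nicardipine control wells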
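material = IgMXP3 (ABCG2) plus far-red-tagged CCRF-Adr (ABCB1) cells | amount = 3 million cells/mL, equal mix of both lines | also added = JC-1 transporter substrate | dosing = one concentration, 6.6 µM final | schedule = 10 min at 25 °C | measured by = flow cytometric JC-1 green MFI at 530 nm | read-out basis = percent efflux inhibition, scaled nicardipine 100% to DMSO 0%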
Bim-Bfl-1: inhibitors of Bim binding to Bfl-1, primary screen, biochemical, multiplexed, bead-based flow cytometry; Bcl-2-related protein A1 (Homo sapiens), Q16548; 190,000 tested, 0.12% active; Bim-Bfl-1 binding inhibition; inhibition, % at 10 µM;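 further: 0% = wells without compound plus tracer and 100% = blocker peptide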
Bim-Bcl-XL: inhibitors of Bim-Bcl-XL binding, primary screen, biochemical, multiplexed, bead flow cytometry, human Bcl-XL; Bim peptide-Bcl-XL binding, fluorescence; inhibition, % at 10 µM; 190,000 tested, 0.04% active; Bcl-2-like protein 1 (Homo sapiens), Q07817; AID 1007, 2008
Target sequence (Q07817 whole entry, looked up): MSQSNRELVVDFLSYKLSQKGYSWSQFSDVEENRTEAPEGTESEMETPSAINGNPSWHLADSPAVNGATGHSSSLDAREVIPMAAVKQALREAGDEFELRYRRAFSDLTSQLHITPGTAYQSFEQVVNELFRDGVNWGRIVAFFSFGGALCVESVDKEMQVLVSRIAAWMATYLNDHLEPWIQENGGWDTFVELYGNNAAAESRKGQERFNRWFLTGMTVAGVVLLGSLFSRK
Starred values were filed as active, the others as inactive; ? = inconclusive; . = no result given. Unless noted, no stated cut-off is given here; in the data, active means inhibition above about 40%.

SMILES	ABCB1 inh	Bim-Bcl-B	Bim-Bcl-W	RGS7-Gao	RGS8-Gao	Mcl-1 Bim block	Bim-Bcl-2	RGS4-Gao reg	ABCG2 block	Bim-Bfl-1	Bim-Bcl-XL
COc1cccc(N2CCN(C(=O)c3c(C)nn(-c4ccccc4)c3C)CC2)c1	0.6	5	4	111	111	1	1	113	2	7	1
CC(C)c1ccc2occ(-c3nn[nH]n3)c(=O)c2c1	-0.3	-8	-1	102	100	1	-4	101	4	-3	-5
Cc1ccc(C(=O)NCc2nnc(SCC(=O)Nc3sc4c(c3C#N)CCCC4)n2C)cc1	1.5	-8	-2	101	102	-1	-6	104	35	-16	-6
C/C(N)=C(/C#N)C(=O)COC(=O)C1Cc2ccccc2CN1S(C)(=O)=O (stereo not drawn)	-0.3	4	0	85	87	0	3	84	-1	4	0
Cc1cc(C)cc(NC(=O)N2CCCC2C(=O)Nc2ccc(-n3cnnn3)c(C)c2)c1 (stereo not drawn)	0.2	0	4	97	97	2	0	87	2	0	3
OC(CNCCc1ccc(Cl)cc1)COc1ccc2ccccc2c1 (stereo not drawn)	0.3	3	0	?	96	-3	1	97	0	3	-2
Cc1ccc(-c2nc(CS(=O)CC(=O)NCc3ccccc3)c(C)o2)cc1 (stereo not drawn)	0.6	-5	-3	100	99	0	-6	98	5	-10	-6
C#Cc1ccc(C(=O)Nc2ccc(N3CCC(C)CC3)c(C(N)=O)c2)cc1	0.4	0	0	97	102	0	0	103	2	-6	0
O=C(NC1CCCC1)c1ccccc1-c1ccccc1	1.4	.	.	116	128	.	?	117	4	.	.
C=CCc1cccc2cc(C(=O)N3CCN(C(=O)c4ccco4)CC3)c(=O)oc12	0.5	-4	-3	99	100	-4	-1	101	4	0	-1
Cc1ccc(C(=O)Nc2cc(Cl)ccc2N2CCCCC2)s1	6.4	-7	1	98	100	-6	-11	99	17	-15	12
CCc1nccn1S(=O)(=O)c1cc(Br)ccc1OC	0.6	1	0	101	99	0	-1	102	2	-4	0
COc1ccc(/C=N/NC(=O)c2c(C)nnn2-c2nonc2N)cc1OC	0.0	-5	-5	109	103	-3	-2	100	8	-6	-4
Cc1cc(NC(=O)c2ccc3c(c2)OCCO3)ccc1NC(=O)c1ccco1	1.7	0	7	98	95	-4	0	96	7	7	0
Cc1nnc(NC(=O)c2sc3nc(-c4cccs4)cc(C(F)(F)F)c3c2N)s1	1.2	-3	2	97	103	2	1	96	1	-1	0
O=c1cc(O)nc(SCc2ccccc2)n1-c1ccc(F)cc1	0.7	-6	-3	105	106	-2	-9	107	4	-13	0
O=c1c2sccc2nc(SCc2ccc([N+](=O)[O-])cc2)n1Cc1ccccn1	6.9	-7	-1	95	89	-4	-1	97	14	3	-4
COc1ccc(CC(=O)Nc2cccc(-c3nnc(-c4cccc(C)c4)o3)c2)cc1OC	2.1	-11	0	98	103	-3	-16	98	9	-15	-10
CCCC(C)NC(=O)c1cc(C(=O)OC)cc([N+](=O)[O-])c1 (stereo not drawn)	1.4	-2	0	91	70	0	-2	94	26	-2	-1
CCCCCCNC(=O)c1cccc(-c2ccc(C)c3ccccc23)n1	0.4	-4	0	102	95	-2	0	101	13	0	0
CC(=O)c1c(C)[nH]c(C(=O)N2CCN(C(=O)c3ccco3)CC2)c1C	0.2	-2	-1	101	103	-4	-4	99	1	-3	-1
CC(=O)n1cc([C@@H]2C=C(C(=O)N3CCOCC3)O[C@H](OCc3ccc(CO)cc3)C2)c2ccccc21	1.4	-2	2	102	100	0	0	98	16	-1	0
COc1ccccc1NC(=O)N(Cc1ccc2c(c1)OCO2)Cc1nc2ccccc2c(=O)[nH]1	-2.4	-9	-4	88	89	0	-9	81	-2	-11	-7
Cc1cccc2cc(=O)[nH]c(C)c12	0.5	-1	-1	96	98	0	-5	96	2	-3	-3
O=C(NCC1CCCO1)Nc1cc(Cl)cc(Cl)c1 (stereo not drawn)	0.4	-7	-2	?	101	-2	-7	99	11	-9	-9
O=C(NCCOc1ccccc1F)Nc1ccc(Br)cc1	2.1	-5	-3	109	107	-2	-7	106	17	-5	-4
CCOC(=O)Cc1csc(NC(=O)Cc2ccccc2)n1	-1.5	2	2	95	99	1	1	98	3	-1	2
CC(C)CC(NC(=O)C1CCC(C)CC1)C(=O)NCc1ccco1 (stereo not drawn)	0.5	0	-1	102	101	4	-1	104	0	-6	0
CCCn1c(N)cc(=O)n(C)c1=O	0.4	-1	0	98	101	2	1	100	2	-5	-3
Cc1c(NC(=S)N2CCN(c3cccc(Cl)c3)CC2)c(=O)n(-c2ccccc2)n1C	0.7	0	-1	?	100	-3	-1	97	4	1	-2
Cc1ccc(S(=O)(=O)N(C(=O)c2ccncc2)c2ccc(OC(=O)c3ccncc3)cc2)cc1	1.1	-6	-1	102	104	-2	0	99	7	-2	-3
O=C(Cn1c(=O)oc2ccccc21)NCc1ccco1	1.3	-12	-4	102	101	-6	-8	101	12	-17	-10
CCOC(=O)C1(CCCc2ccccc2)CCN(C(=O)C2CCCO2)CC1 (stereo not drawn)	1.3	-1	1	102	99	0	0	100	5	-5	0
CNC(=S)N/N=C(\C)c1ccc(C)c(C)c1	0.0	-12	-4	102	106	-10	-4	107	4	-4	-5
Cc1ccc(SCc2nc(-c3cccnc3)no2)cc1	0.0	-7	0	100	96	-1	-8	96	13	-10	-3
O=c1[nH]c2ccccc2nc1-c1cccs1	0.1	-7	4	105	104	7	9	106	13	1	7
Clc1ccc(COc2ccccn2)c(Cl)c1	-0.7	-10	-1	100	102	-7	-15	104	34	-21	-9
O=C(COC(=O)/C=C/c1ccc(Cl)cc1Cl)Nc1ccc2c(c1)OCCO2	0.1	-2	2	96	100	0	-3	99	1	-4	0
O=C(OCc1nc2ccccc2s1)[C@@H]1CCCN1S(=O)(=O)c1ccccc1F	0.8	-8	-2	102	100	0	-6	97	2	-8	-3
Cc1ccc(NC(=O)CC2SCCNC2=O)cc1Cl (stereo not drawn)	0.0	-10	5	97	97	-5	-12	97	2	-10	8
Cc1c(C(=O)Nc2ccc(OCc3ccccc3)cc2)cccc1[N+](=O)[O-]	-0.1	-1	-1	98	99	1	0	97	1	0	1
CC(=O)OCC1=C(C(=O)O)N2C(=O)C(NC(=O)c3ccc(F)cc3)C2SC1 (stereo not drawn)	0.0	-7	-3	100	99	-3	-5	97	0	-6	-4
Brc1ccc(OCc2ccccc2)c(CNCc2ccncc2)c1	2.2	-6	-3	99	100	0	-8	96	4	-9	-1
CN(CC(=O)Nc1ccccc1-c1ccccc1)Cc1ccccc1Cl	1.4	-6	0	?	99	0	-3	102	3	-6	-3
COc1ccc(OC)c(NC(=O)C2C3CCC(O3)C2C(=O)O)c1 (stereo not drawn)	-0.3	1	0	98	98	1	0	99	-1	-3	0
Cc1cccc(N=C(N2CCOCC2)P(=O)(N2CCOCC2)N2CCOCC2)c1	0.6	-6	0	105	105	0	-3	105	1	-10	0
COc1ccccc1NC(=O)Nc1ccc(N2CCOCC2)cc1	0.0	-2	-5	96	93	0	1	88	0	0	-1
CCOc1ccccc1NC(=O)C1CCN(C(=O)Cc2ccccc2)CC1	0.6	-14	-4	103	106	-3	-1	104	3	-9	-5
O=S(=O)(c1cccc2cccnc12)N1CCc2ccccc21	0.6	-3	-1	97	97	-2	0	97	3	0	0
NCCc1nnc(SCC(N)=O)o1	0.3	-5	-3	89	97	-1	-12	92	1	-18	-14

Carrying on.
SMILES	ABCB1 inh	Bim-Bcl-B	Bim-Bcl-W	RGS7-Gao	RGS8-Gao	Mcl-1 Bim block	Bim-Bcl-2	RGS4-Gao reg	ABCG2 block	Bim-Bfl-1	Bim-Bcl-XL
CS(=O)(=O)N1N=C(c2ccccc2)CC1c1ccc2c(c1)OCO2 (stereo not drawn)	0.2	.	.	102	101	.	?	103	0	.	.
COc1ccc(-n2nc(C(N)=O)c(O)cc2=O)cc1	1.1	-1	-2	99	101	-4	-2	102	4	-6	-2
CC(=O)Nc1nnc(Cc2ccccc2)s1	0.7	-3	1	107	110	-3	-4	108	2	-12	-7
CON(C)c1nc(OCCNC(=O)OCc2ccc(Cl)cc2Cl)nc(N(C)C)n1	4.0	-5	2	93	94	1	-2	93	3	-7	-7
Fc1cccc(CN2CCN(c3nc4nonc4nc3NC3CC3)CC2)c1	-2.4	-2	0	99	105	0	0	100	-7	-5	-5
Cc1cccc(/N=C2/NC(=O)C(Cc3ccccc3)S2)n1 (stereo not drawn)	-0.1	-3	-2	105	104	-1	-3	104	4	-5	-1
COc1cc(C)ccc1OCCOCCOc1ccc(C)cc1[N+](=O)[O-]	1.7	-2	-3	90	88	-5	-2	95	40	0	-2
O=C(CCl)Nc1cccc2ncccc12	-0.2	57*	25	96	101	23	25	97	0	21	34
COCCCn1c(=O)/c(=C\c2ccccc2OC(F)F)s/c1=C(/C#N)C(=O)NC(C)C	3.1	4	10	97	92	13	-2	94	9	5	3
CCn1c(SCC(=O)NCc2ccccc2)nnc1-c1cccnc1	1.3	-5	0	103	100	0	-2	102	27	-6	-5
CC(=O)N1CCN(c2ccc(C(N)=O)cc2[N+](=O)[O-])CC1	0.0	-3	-1	101	103	-1	-1	99	0	-9	-1
O=C(CCn1c(=O)oc2ccccc21)Nc1nc2ccccc2s1	-2.5	-1	2	108	107	3	-3	106	-3	-6	-1
C=CCNC(=S)Nc1ccc(C)cc1[N+](=O)[O-]	0.3	-3	-3	90	97	-5	-1	94	0	0	0
CCOc1ccc(N(CC(=O)OC)S(=O)(=O)c2ccc(OC)c(OC)c2)cc1	0.9	-4	0	106	100	-5	-7	101	2	-4	-2
O=C(NCC1CCNCC1)c1ccncc1	0.3	-4	0	97	100	0	-6	97	14	-13	-6
O=C(C1CC1)N1CCCN(C(=O)C2CC2)CC1	1.2	-4	0	99	101	-1	-3	102	10	-7	-7
Cc1ccc(N/C(=C\C(=O)c2ccccc2)C(=O)O)cc1	-0.2	-3	-1	100	105	2	-2	105	1	-5	-3

Complete entries, quoted from the list. Screens in order: ABCB1 inh	Bim-Bcl-B	Bim-Bcl-W	RGS7-Gao	RGS8-Gao	Mcl-1 Bim block	Bim-Bcl-2	RGS4-Gao reg	ABCG2 block	Bim-Bfl-1	Bim-Bcl-XL
`COc1cccc(N2CCN(C(=O)c3c(C)nn(-c4ccccc4)c3C)CC2)c1` as listed: 0.6	5	4	111	111	1	1	113	2	7	1
`Cc1ccc(S(=O)(=O)N(C(=O)c2ccncc2)c2ccc(OC(=O)c3ccncc3)cc2)cc1` as listed: 1.1	-6	-1	102	104	-2	0	99	7	-2	-3
